Source: PubChem
TexasRed fluor: alters Texas Red total fluorescence, flagging assay interference | TRb/SRC2 Texas Red total fluorescence interference | Potency, µM (highest dose often 106 µM), for the others: top-dose fluorescence change, negative = quenching | 0.29% of 280,000 active; active = well fitted curve in either direction with a large enough effect; inconclusive = small, poorly fitted or top-dose-only effect; also: % is scaled to controls: 0 for no effect and ±100 for the full control effect
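Flags fluorescent or light-absorbing compounds by total fluorescence, S + 2P, at 555 nm excitation and 632 nm emission. Mixture: 20 nM Texas Red SRC2 peptide, 0.6 uM human TRb LBD, 1 uM T3, 5% DMSO; compound exposure 5 h at ambient temperature.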
RECQ1 inh: blocks DNA unwinding by human RECQ1; P46063; RECQ1 DNA unwinding, red fluorescence kinetic read; Potency, µM (top dose mostly 57.3 µM), inactives show top-dose activity, negative = inhibition, hits mostly inhibitors; 0.54% of 240,000 active; AID 2549;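 also: plate controls were vehicle for no effect and no enzyme for full effect; nearly all actives have a fitted effect of over 30% in size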
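RECQ1T1 50 nM; forked duplex (20 bp + 30-nt ss tails) 200 nM, ATP 2 mM final; pH 8.0, 2 mM MgCl2, 2.5 ug/ml poly(dI-dC); 15 min compound preincubation; discontinuous kinetic read over 2 h at RT.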
TRb SRC2 PPI: inhibitors of human thyroid hormone receptor beta-SRC2 interaction; TRbeta-SRC2 peptide binding, fluorescence polarization; receptor liganded with 1 µM T3; Potency, µM (highest dose often 106 µM), inactives show at the top dose activity change, negative = inhibition, hits mostly inhibitors; 0.065% of 280,000 active;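 also: plate controls were bound peptide for no effect and peptide without receptor for full effect; nearly all actives have a fitted effect of over 50% in size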
Target sequence (P10828 whole entry, looked up): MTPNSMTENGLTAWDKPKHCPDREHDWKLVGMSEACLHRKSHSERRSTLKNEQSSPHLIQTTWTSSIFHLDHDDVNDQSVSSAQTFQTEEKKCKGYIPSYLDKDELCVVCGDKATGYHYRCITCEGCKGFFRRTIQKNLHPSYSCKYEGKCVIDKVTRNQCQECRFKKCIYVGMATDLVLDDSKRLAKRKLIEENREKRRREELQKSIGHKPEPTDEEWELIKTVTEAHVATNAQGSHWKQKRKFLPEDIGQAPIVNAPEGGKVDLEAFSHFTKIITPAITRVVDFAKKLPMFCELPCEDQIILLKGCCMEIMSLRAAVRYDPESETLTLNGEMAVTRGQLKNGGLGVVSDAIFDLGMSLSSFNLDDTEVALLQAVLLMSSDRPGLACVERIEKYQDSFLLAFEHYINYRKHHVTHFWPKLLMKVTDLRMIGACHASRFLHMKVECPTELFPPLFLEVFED
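Decrease in fluorescence polarization of 20 nM Texas Red SRC2 coactivator peptide flagged inhibition of its binding to 0.6 uM TRb LBD; 1 uM T3 included, incubation 5 hr, ex 555/em 632 nm.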
Tau fluor counter: counter-screen for tau fibril formation inhibitors | tau K18 P301L Alexa594 fluorescence, heparin fibrillization | Potency, µM (highest dose often 57.7 µM), inactives show at the top dose activity change, negative = decrease | 0.93% of 280,000 active; also: % is scaled to controls: 0 for no effect and ±100 for the full control effect; nearly all actives have a fitted effect of over 55% in size
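Human tau K18 P301L (15 uM unlabeled, 0.24 uM Alexa 594-labeled) in 100 mM sodium acetate pH 7 with 20 uM heparin, 6 hr at 37 C. ThT 30 uM added, 1 hr ambient; Alexa 594 FP and total fluorescence read at 555/632 nm.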
L3MBTL1 block: inhibitors of human L3MBTL1 | 0.66% of 230,000 active | AlphaScreen L3MBTL1–H3K9me1 peptide binding | AID 485360 | Q9Y468 | Potency, µM (doses to about 57.1 µM), without a hit: at the highest dose activity, negative = inhibition, usual class: inhibitors; also: % is scaled to controls: 0 for no effect and ±100 for the full control effect; nearly all actives have a fitted effect of over 60% in size
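AlphaScreen proximity signal between nickel-chelate acceptor and streptavidin donor beads (final 10 ug/mL) reports binding of 50 nM L3MBTL1 to 75 nM biotin-H3 K9me1 peptide; complex incubated with compounds 30 min at room temperature; cefsulodin titration as control.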
HTT ATP protect: protects HTT-Q103 PC12 cells, measured by ATP; PC12 HTT-Q103 induced, cytoprotection, ATP luminescence, 40 h; Potency, µM (top dose mostly 56.4 µM), for inactives: cytoprotection (ATP increase), most hits filed as activators; 0.14% of 230,000 active; AID 1471;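 also: % of control where 0% means no effect; nearly all actives have a fitted effect of over 45% in size; toxic huntingtin expression switched on by the ecdysone agonist tebufenozide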
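Huntington model: PC12 line, ecdysone-inducible HTTQ103 exon1–GFP, tebufenozide 100 nM. Test articles in a dose series. Endpoint luminescence from cellular ATP.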
Tau fibril ThT: inhibitors of human tau fibril formation, thioflavin T binding. 2.1% of 270,000 active. Potency, µM (highest dose often 57.4 µM), without a hit: at the top dose activity, negative = inhibition, hits mostly inhibitors. AID 1460. recombinant tau K18 P301L, heparin-induced fibrillization, ThT fluorescence. P10636; also: % is scaled to controls: 0 for no effect and ±100 for the full control effect; nearly all actives have a fitted effect of over 55% in size
Target sequence (P10636 561-689 P618L limits assumed): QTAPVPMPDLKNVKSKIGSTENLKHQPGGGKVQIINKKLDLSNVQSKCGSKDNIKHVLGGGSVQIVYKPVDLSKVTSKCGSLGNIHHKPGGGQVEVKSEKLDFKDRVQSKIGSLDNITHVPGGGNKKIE
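Fibril formation assay: tau K18 P301L at 15 uM with trace Alexa 594 label, heparin inducer 20 uM, pH 7 sodium acetate buffer, 37 C for 6 hr; endpoint ThT signal.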
Tau fibril FP: tau fibrillization inhibition (FP); P10636; K18 P301L tau heparin fibrillization, Alexa594 FP, 6 h; Potency, µM (series often up to 57.7 µM), without a hit: at the highest dose activity, negative = inhibition, usual class: inhibitors; 0.39% of 280,000 active; also: % is scaled to controls: 0 for no effect and ±100 for the full control effect; nearly all actives have a fitted effect of over 55% in size
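Quantitative HTS format: compounds meet 15 uM recombinant K18 P301L tau and Alexa 594-tau tracer in 100 mM sodium acetate pH 7; 20 uM heparin triggers fibrillization at 37 C over 6 hr; FP gives the signal.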
The depositor's hits bear a star; i = inactive; ? = inconclusive; · = no result given; [ ] = another dose, or the depositor's remark. Unless noted, calls follow the shape of the dose curve; as a rule, active = well fitted curve in the direction sought with a large enough effect; inconclusive = small, poorly fitted or top-dose-only effect, or another doubt; inactive = no such curve, though single readings can be large; an effect the other way counts as inactive or inconclusive. Potency is read from the fitted curve at half-maximal effect. A portion of the library. The share of hits here may be higher or lower than overall.

1) COCc1ccc([C@@H]2C[C@H]3CN(Cc4cccc(Cl)c4)C(=O)[C@]34CCCN24)o1
2) COC(=O)CSc1nc(C2CC2)cc(C(F)(F)F)c1C#N
3) Cc1csc(SCC(=O)Nc2nc(-c3ccccc3)cs2)n1
4) CN(C1=C(N2CCCCC2)C(=O)c2ccccc2C1=O)c1ccccc1
5) CNC(=O)[C@]1(C)C[C@H]1[C@H](NC(=O)[C@]1(C)C[C@H]1[C@H](NC(=O)[C@]1(C)C[C@H]1[C@H](NC(=O)[C@]1(C)C[C@H]1[C@H](NC(=O)OCc1ccccc1)c1ccccc1)c1ccccc1)c1ccccc1)c1ccccc1
6) Cc1nnc(C)n1/N=C/C=C/c1ccccc1

screen / no.	1	2	3	4	5	6
TexasRed fluor	1%	0%	-2%	-1%	1%	2%
RECQ1 inh	i	-4%	i	8%	i	9%
TRb SRC2 PPI	-3%	7%	-1%	4%	3%	8%
Tau fluor counter	6%	-11%	?	?	1%	-3%
L3MBTL1 block	3%	33%[activator]	8%	·	·	1%
HTT ATP protect	-8%[10 µM]	0%[10 µM]	30%[10 µM]	-19%	-1%	-15%[10 µM]
Tau fibril ThT	-8%	-11%	-12%	?	-4%	-3%
Tau fibril FP	10%	2%	-10%	4%	6%	-3%

7) COc1ccccc1NC(=O)CSc1nnc2c3ccccc3n(C)c2n1
8) O=C(CSc1nc2ccccc2c(=O)n1-c1ccccc1)N1CCCc2ccccc21
9) CN(C)c1ccc(CNC(=O)c2cc3cc(S(=O)(=O)N4CCCCC4)ccc3n2C)cc1
10) O=C(c1ccco1)N1CCN(C(c2ccccc2)c2nnnn2Cc2cccs2)CC1 (stereo unspecified)
11) CN1CCN(C(=O)CSc2ccc(Cl)cc2)CC1
12) CCN(CC)S(=O)(=O)c1ccc(Oc2ccccc2)c(N)c1

screen / no.	7	8	9	10	11	12
TexasRed fluor	1%	-2%	-1%	-5%	1%	0%
RECQ1 inh	·	-15%	·	0%	10%	i
TRb SRC2 PPI	2%	-1%	7%	-8%	-10%	-8%
Tau fluor counter	-3%	-8%	-25%	2%	7%[2.34 µM]	-7%
L3MBTL1 block	·	-4%	·	-5%	9%	4%
HTT ATP protect	·	?	·	-18%	-10%[10 µM]	-42%[inhibitor]
Tau fibril ThT	-12%	-14%	0%	2%	5%	-1%
Tau fibril FP	-6%	7%	?	2%	-4%[2.34 µM]	-1%

13) CCCNC(=O)CNC(=S)N(Cc1ccccc1F)C1CCCCC1
14) Nc1n[nH]c(C2CCCCC2)n1
15) O=C(NCc1n[nH]c(=S)n1-c1ccc([N+](=O)[O-])cc1)c1ccc(S(=O)(=O)N2CCOCC2)cc1
16) O=C(O)c1cccc(-n2cccc2C=C2C(=O)c3ccccc3C2=O)c1
17) COc1cccc(-c2n[nH]c(=S)n2Cc2ccco2)c1OC
18) O=c1oc2ccccc2cc1C1=Nn2c(nnc2-c2cccnc2)SC1

screen / no.	13	14	15	16	17	18
TexasRed fluor	-7%	-2%	-1%	-10%	-7%	-1%
RECQ1 inh	-12%	-4%	-6%	-18%	i	-1%
TRb SRC2 PPI	2%	-5%	3%	6%	-1%	0%
Tau fluor counter	0%	-8%	1%	-25%	0%	-9%
L3MBTL1 block	?	-5%	·	·	-5%	3%
HTT ATP protect	3%[10 µM]	-1%[10 µM]	-3%	-15%	1%	-9%
Tau fibril ThT	-4%	-6%	6%	?	0%	-21%
Tau fibril FP	3%	5%	3%	3%	-4%	1%

19) CC(=O)c1cccc(NC(=O)N2CCCC2C(=O)Nc2cc(C)ccc2C)c1 (stereo unspecified)
20) C[C@@H](O)[C@H]1C(=O)N2C(C(=O)O)=C(S[C@@H]3CN[C@H](C(=O)N(C)C)C3)[C@H](C)[C@H]12
21) O=C1NC(=Nc2ccccc2)S/C1=C\c1cccnc1
22) Cc1ccc(S(=O)(=O)N2CCCC(CCC(=O)NCc3ccccc3F)C2)s1 (stereo unspecified)
23) CNc1ncc(C(=O)c2ccc(Br)cc2)s1
24) O=C(NNC(=O)c1cccs1)c1ccco1

screen / no.	19	20	21	22	23	24
TexasRed fluor	-1%	-2%	-5%	0%	-1%	0%[53 µM]
RECQ1 inh	-16%	-2%[25.9 µM]	-3%	-16%	0%	-5%
TRb SRC2 PPI	-2%	-3%	-3%	2%	-9%	0%[53 µM]
Tau fluor counter	-3%	·	-24%	-10%	0%	-5%
L3MBTL1 block	7%	·	-8%	7%	·	5%
HTT ATP protect	-7%[10 µM]	5%[40.3 µM]	3%[10 µM]	-17%[10 µM]	-75%[inhibitor]	4%[10 µM]
Tau fibril ThT	-4%	·	?	-11%	-6%	-7%
Tau fibril FP	-4%	·	?	10%	1%	-11%

Copied from above: nos. 1 to 3
1) COCc1ccc([C@@H]2C[C@H]3CN(Cc4cccc(Cl)c4)C(=O)[C@]34CCCN24)o1
2) COC(=O)CSc1nc(C2CC2)cc(C(F)(F)F)c1C#N
3) Cc1csc(SCC(=O)Nc2nc(-c3ccccc3)cs2)n1

screen / no.	1	2	3
TexasRed fluor	1%	0%	-2%
RECQ1 inh	i	-4%	i
TRb SRC2 PPI	-3%	7%	-1%
Tau fluor counter	6%	-11%	?
L3MBTL1 block	3%	33%[activator]	8%
HTT ATP protect	-8%[10 µM]	0%[10 µM]	30%[10 µM]
Tau fibril ThT	-8%	-11%	-12%
Tau fibril FP	10%	2%	-10%

Continuation.
25) Nc1ncnc2[nH]c(=O)[nH]c12
26) Cc1[nH]c2ccccc2c1C(=O)CSCC(=O)O
27) CCOC(=O)c1scc(-c2ccccc2)c1S(=O)(=O)Nc1ccccc1OC
28) CCc1sc(NC(=O)COC)nc1-c1ccccc1
29) N=c1occ(C(=O)c2cc(F)ccc2O)cc1C(=O)NC1CCCCC1
30) CC1(C)CC(=O)C(C(C#Cc2ccccc2)C2=C(O)CC(C)(C)CC2=O)=C(O)C1

screen / no.	25	26	27	28	29	30
TexasRed fluor	-1%	3%	-3%	-3%	-2%	2%
RECQ1 inh	-6%	-1%	·	-11%	-14%	i
TRb SRC2 PPI	-2%	3%	0%	-11%	-5%	5%
Tau fluor counter	-2%	-2%	-29%	-10%	-17%	-5%
L3MBTL1 block	·	8%	·	-1%	·	6%
HTT ATP protect	·	-1%[10 µM]	·	-8%[10 µM]	-8%	-19%
Tau fibril ThT	-5%	-9%	-1%	-10%	-15%	?
Tau fibril FP	-1%	-5%	-1%	-4%	-1%	11%

By substructure, the compounds so far containing a Cl atom
1) COCc1ccc([C@@H]2C[C@H]3CN(Cc4cccc(Cl)c4)C(=O)[C@]34CCCN24)o1
11) CN1CCN(C(=O)CSc2ccc(Cl)cc2)CC1

screen / no.	1	11
TexasRed fluor	1%	1%
RECQ1 inh	i	10%
TRb SRC2 PPI	-3%	-10%
Tau fluor counter	6%	7%[2.34 µM]
L3MBTL1 block	3%	9%
HTT ATP protect	-8%[10 µM]	-10%[10 µM]
Tau fibril ThT	-8%	5%
Tau fibril FP	10%	-4%[2.34 µM]

(list continues)
31) CC(=O)Oc1cccc(N2C(=O)C3CC=C(Cl)CC3C2=O)c1 (stereo unspecified)
32) Cc1ccc(S(=O)(=O)N2CCN(C)CC2)c(C)c1N(C)S(=O)(=O)c1ccc(Cl)cc1
33) Cc1cccc(C2CC(=O)Nc3cc4c(cc32)OCO4)c1 (stereo unspecified)
34) Oc1oc(-c2ccco2)nc1C=Nc1cccc(Cl)c1
35) CCOc1cc(C=O)cc(Cl)c1OCC(N)=O
36) CCOC(=O)N/N=C(/C)c1ccc([N+](=O)[O-])o1

screen / no.	31	32	33	34	35	36
TexasRed fluor	0%	0%	-2%	-2%	-5%	-3%
RECQ1 inh	-13%	16%	·	-9%	i	-3%
TRb SRC2 PPI	1%	-3%	1%	0%	-9%	-11%
Tau fluor counter	2%	-1%	-18%	?	-3%	5%
L3MBTL1 block	0%	·	·	-8%	36%[activator]	-5%
HTT ATP protect	9%	3%	·	-6%	·	-1%
Tau fibril ThT	5%	0%	-2%	?	-8%	-2%
Tau fibril FP	3%	-6%	6%	-7%	4%	3%

37) COCCOC(=O)c1c(C)oc2ccc(NS(=O)(=O)c3ccc(F)cc3)cc12
38) CCc1ccccc1N(CC)C(=O)c1c(C)oc2ncn(C)c(=O)c12
39) CC(C)CC(=O)Nc1ccccc1N1CCOCC1
40) Cc1ccc(-c2nc(CS(=O)(=O)CC(=O)Nc3cc(C)ccc3C)c(C)o2)cc1
41) N/C(Cc1ccc(Cl)cc1Cl)=N\OC(=O)c1ccc(Br)o1
42) COc1ccc(S(=O)(=O)Nc2cc3c(cc2NCc2ccccc2)n(C)c(=O)n3C)cc1OC
43) O=C(NCCc1ccccc1)C1CCN(C(=O)c2sccc2-n2cccc2)CC1
44) CCOc1ccc(NC(=O)c2cnc(N3CCCCC3)c3ccccc23)cc1
45) CCC(C)Nc1ccc(NC(C)CC)cc1 (stereo unspecified)

screen / no.	37	38	39	40	41	42	43	44	45
TexasRed fluor	-1%	-1%	-6%	-65%	-1%	-3%	-4%	0%	?
RECQ1 inh	6%	·	i	·	?	·	-3%	·	-26%
TRb SRC2 PPI	5%	2%	-10%	-14%	5%	-5%	-11%	0%	-30%[201 µM]
Tau fluor counter	-19%	-7%	4%	-15%	-20%	?	-11%	-25%	·
L3MBTL1 block	·	·	43%[activator]	·	·	·	-10%	·	?
HTT ATP protect	-7%	·	23%	·	25%[10 µM]	·	-5%	·	-82%[inhibitor]
Tau fibril ThT	·	-3%	10%	-13%	-7%	?	?	?	·
Tau fibril FP	-6%	-6%	-1%	2%	?	-7%	?	11%	·
